Assay outcomes deposited in PubChem by National Center for Advancing Translational Sciences (NCATS).
12-hLO inh: qHTS Assay for Inhibitors of 12-hLO (12-human lipoxygenase); 0.12% of 150,000 active; purified 12-hLO, xylenol orange hydroperoxide absorbance; AID 1452, 2008; Polyunsaturated fatty acid lipoxygenase ALOX12 (Homo sapiens), P18054; Potency, µM (top dose mostly 57.1 µM), for the others: top-dose activity change, negative = inhibition, usual class: inhibitors; also: potency is read from the fitted curve at half-maximal effect; nearly all actives have a fitted effect of over 55% in size; many of its hits are not listed in these tables
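Lipoxygenase turnover measured by absorbance at 573 and 405 nm after Fe-XO development. Human 12hLO 150 nM, arachidonate 40 uM, pH 7.0 Hepes buffer with detergent; 15 min compound preincubation, 30 min reaction.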
PNC inhibitor: High Content Assay for Compounds that inhibit the Assembly of the Perinucleolar Compartment. PC3M PTB-GFP, PNC prevalence imaging, 16 h; active compounds read low. activity change (PNC), negative = inhibition, % at 10 µM. 3.1% of 140,000 active. AID 2417, 2010;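 active = readout at or below -70, meaning at least 70% loss of cells showing the perinucleolar compartment, a nuclear body marking cancer cells; inconclusive = readout between -30 and a set limit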;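 also: plate controls were DMSO wells for no effect and camptothecin positive control wells for full effect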
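PC3M cells stably expressing PTB-GFP, 750–1000 cells/well, treated 16 h at 37 °C with compound (23 nl of library stock), in duplicate. After paraformaldehyde fixation and Hoechst stain, imaged at 20x; PNC prevalence scored by image analysis.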
ALOX15B inhib: qHTS Assay for Inhibitors of 15-hLO-2 (15-human lipoxygenase 2); Polyunsaturated fatty acid lipoxygenase ALOX15B (Homo sapiens), O15296; purified 15hLO-2, xylenol orange hydroperoxide absorbance; Potency, µM (top dose mostly 57.1 µM), inactives show at the top dose activity change, negative = inhibition, usual class: inhibitors; 0.56% of 110,000 active; AID 881, 2007; also: potency is read from the fitted curve at half-maximal effect; nearly all actives have a fitted effect of over 60% in size; many of its hits are not listed in these tables
Target sequence (O15296 whole entry, looked up): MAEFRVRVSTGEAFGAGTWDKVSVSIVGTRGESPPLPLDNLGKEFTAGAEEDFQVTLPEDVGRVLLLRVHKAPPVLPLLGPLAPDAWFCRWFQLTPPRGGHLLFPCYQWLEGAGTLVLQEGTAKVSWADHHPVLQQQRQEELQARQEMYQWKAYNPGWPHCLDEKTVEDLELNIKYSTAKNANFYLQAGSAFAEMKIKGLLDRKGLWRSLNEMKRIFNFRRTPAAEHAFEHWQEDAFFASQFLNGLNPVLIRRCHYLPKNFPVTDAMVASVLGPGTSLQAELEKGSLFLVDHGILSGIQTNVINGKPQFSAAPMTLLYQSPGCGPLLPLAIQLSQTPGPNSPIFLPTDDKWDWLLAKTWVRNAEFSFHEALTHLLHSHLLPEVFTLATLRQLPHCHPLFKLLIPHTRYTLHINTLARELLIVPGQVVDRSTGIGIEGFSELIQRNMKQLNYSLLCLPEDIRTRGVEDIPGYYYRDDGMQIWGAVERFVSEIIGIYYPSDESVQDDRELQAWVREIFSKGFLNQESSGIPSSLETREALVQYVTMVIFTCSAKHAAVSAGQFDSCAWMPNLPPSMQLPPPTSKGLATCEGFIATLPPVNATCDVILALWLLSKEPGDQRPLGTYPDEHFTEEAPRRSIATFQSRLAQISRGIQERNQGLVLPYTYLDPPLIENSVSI
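Purified human 15hLO-2 (50 nM) preincubated 15 min with compound, then 45 uM arachidonic acid for 90 min at RT in 25 mM Hepes pH 7.5, 0.01% Triton X-100. Hydroperoxide detected by Fe-xylenol orange; 573/405 nm absorbance ratio.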
IMPase cell inh: qHTS Assay for Identifying the Cell-Membrane Permeable IMPase Inhibitors. inhibition (IP1 accumulation), % at 46.1 µM. CHO-M1 cells, IP1 accumulation, HTRF TR-FRET ratio. Inositol monophosphatase 1 (Rattus norvegicus), P97697. 120,000 tested, under 10 active; active = well fitted curve in the direction sought with a large enough effect in the signal ratio, not every such curve was filed as active; inconclusive = small, poorly fitted or top-dose-only effect, or a change in a side signal; inactive = no such curve, though single readings can be large or run the other way; the % refers to the signal ratio;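 also: cells stimulated with carbachol in lithium chloride buffer; plate controls were DMSO basal wells for no effect and reference inhibitor wells for full effect; higher means more IMPase inhibition seen as more IP1 and lower FRET ratio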
Target sequence (P97697 whole entry, looked up): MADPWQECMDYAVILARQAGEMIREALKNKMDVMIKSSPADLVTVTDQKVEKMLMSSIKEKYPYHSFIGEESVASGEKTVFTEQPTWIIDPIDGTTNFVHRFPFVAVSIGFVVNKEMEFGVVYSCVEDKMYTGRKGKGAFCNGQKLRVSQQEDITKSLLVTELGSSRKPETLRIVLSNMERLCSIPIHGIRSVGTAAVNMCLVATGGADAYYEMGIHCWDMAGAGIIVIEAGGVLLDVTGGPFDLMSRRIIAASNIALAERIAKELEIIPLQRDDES
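Cellular IMPase inhibition is scored as a rise in cytosolic IP1, detected by competitive TR-FRET between d2-labelled IP1 and a europium anti-IP1 antibody. M1-expressing CHO cells were stimulated with carbachol for 30 min at 37C, with lithium (50 mM LiCl) present in the buffer.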
Starred values were filed as active, the others as inactive; ? = inconclusive; . = no result given; & = joins results of further samples; [ ] = remark or other dose. Unless noted, calls follow the shape of the dose curve; as a rule, active = well fitted curve in the direction sought with a large enough effect; inconclusive = small, poorly fitted or top-dose-only effect, or another doubt; inactive = no such curve, though single readings can be large; an effect the other way counts as inactive or inconclusive. Unless noted, % is scaled to controls: 0 for no effect and ±100 for the full control effect. This is a subset, so the mix of outcomes need not match the whole.

SMILES	12-hLO inh	PNC inhibitor	ALOX15B inhib	IMPase cell inh
O=C(NCc1ccc2c(c1)OCO2)C12CC3CC(CC(C3)C1)C2	-2%	?	-1%	4
C=CCNC(=O)NC(=O)COC(=O)c1cccnc1SC	0%	13	1%	0
Cc1c(C(=O)N2CCCC2)sc(NC(=O)c2ccco2)c1C#N	10%	92	.	-1
O=S(=O)(C=C(c1ccccc1)c1ccccc1)c1ccccc1	-9%	53	-9%	10
CCOC(=O)C(C)Sc1cc(CS(=O)(=O)c2ccccc2)nc(-c2ccccc2)n1 (stereo not drawn)	2%	12	.	2
O=C(COC(=O)c1cc(Br)ccc1Cl)NC(=O)NCc1ccccc1	-2%	-10	.	.
CN1C(=O)N(C)C2(c3ccccc3)Nn3c(s/c(=C/c4ccccc4F)c3=O)=NC12c1ccccc1 (stereo not drawn)	7%	-15	-5%	4
O=C(c1ncn[nH]1)N1CCN(c2nc(-c3ccccc3)cs2)CC1	-4%	14	-1%	-3
c1ccc(N=C(c2cccs2)N2CCOCC2)cc1	2%	19	.	-4
Cc1ccc(CNC(=O)CN2CCCC(C)C2)cc1 (stereo not drawn)	10%	4	1%	3
O=C(Nc1ccccc1)c1[nH]ncc1[N+](=O)[O-]	0%	9	19%	-5
O=C(Nc1ccc(Br)cc1)c1cnccn1	-14%	-2	-9%	4
O=S(=O)(c1ccc(Br)cc1)c1nc(-c2ccccc2)oc1NCc1cccnc1	-12%	35	24%	-8
COC(=O)C1(O)CC(CC(C)C)=NN1C(=O)c1ccccc1 (stereo not drawn)	-1%	-124*	9%[11.4 µM]	4[1.84 µM]
O=C(NCC1CCCO1)NC1(C(F)(F)F)Oc2ccccc2O1 (stereo not drawn)	-4%	103	-22%	3
Cc1cc(O)c(C(C[N+](=O)[O-])c2ccc(Cl)cc2)c(=O)o1 (stereo not drawn)	-7%	13	-3%	-9
CCCN(CCC)CCCNC(=O)CCNS(=O)(=O)c1ccc(Br)cc1	-4%	52	.	.
O=C(COC(=O)Cc1ccsc1)NC(c1ccccc1)c1ccccc1	2%	6	.	2
Cc1ccc(NC(=O)c2cncc(Br)c2)cc1S(=O)(=O)N(C)C	-3%	-8	.	.
C/C(=N\Nc1ccc(C(F)(F)F)cc1[N+](=O)[O-])C1CC1	-4%	1	.	.
Cc1ccc(C)n1Cc1ccc(C(=O)O)cc1	-10%	32	-13%	-3
Cn1c(=NC(=O)c2ccco2)sc2cccc(F)c21	0%	6	-10%	3
Cc1cc(OC(=O)c2ccc(S(=O)(=O)N(C)C)cc2)cc(=O)o1	-1%	-23	-4%	-4
Cn1nnnc1SCC(=O)Nc1cc(C(C)(C)C)nn1-c1ccccc1	-3%	14	-2%	-3
N#Cc1c(NC(=O)CSc2ncnc3c2cnn3-c2ccccc2Cl)sc2c1CCCC2	-13%	-15	-22%	-6
CCCCN(C(=N)N1CCCCC1)c1nc(C)c([N+](=O)[O-])c(=O)[nH]1	-2%	34	.	5
COc1ccc(/C=N/NC(=O)c2cccc([N+](=O)[O-])c2)cc1OS(=O)(=O)c1ccccc1	-1%	5	-7%	13
Cc1c(C#N)c2ccccc2n1CC(=O)N1CCCc2ccccc21	-2%	?	-6%	1
O=C1c2ccccc2C(=O)N1CC1c2ccccc2CCN1C(=O)C1CCCCC1 (stereo not drawn)	-3%	?	0%	3
COc1ccc2c(=O)cc(-c3ccccc3)n(C)c2c1	-4%	?	.	.
COc1ccc(C(=O)NCC(=O)OCC(=O)N2CCCc3ccccc32)cc1	-4%	-27	.	4
CCCCn1c(SCC(=O)Nc2nnc(C(C)C)s2)nc2c1c(=O)n(C)c(=O)n2C	-4%	?	2%	8
c1ccc(-c2nn3c(Cn4nnc5ccccc54)nnc3s2)cc1	-6%	13	-18%	-4
COc1cccc(Nc2ncc3nc(-c4ccc(F)cc4)c(=O)n(C[C@H]4CCCO4)c3n2)c1	3%	.	3%	.
CCOC(=O)c1cccc(NC(=O)COc2ccc([N+](=O)[O-])cc2)c1	0%	11	-7%	-3
O=C(NC1CCCC1)c1ncn[nH]1	2%	?	.	.
Cc1ccc(-c2nnn(CC(=O)N(c3ccccc3)C(C(=O)NC(C)(C)C)c3cccs3)n2)o1 (stereo not drawn)	9%	?	.	3
CCOC(=O)C1=C(c2cccc(F)c2)NC(=S)NC1C (stereo not drawn)	-7%	-13	-10%	0
CC(CCO)Nc1nc2c(c(=O)n(C)c(=O)n2C)n1Cc1cccc(Br)c1 (stereo not drawn)	-2%	34	-7%	6
CCCOc1ccccc1N1C(=O)CC(N2CCOCC2)C1=O (stereo not drawn)	-4%	-26	10%	2
COc1cccc(-c2nnc(-c3ccc(C(F)(F)F)cc3)o2)c1	3%	-12	.	10
CCOC(=O)c1ccc(Nc2ccc(-c3ccc(OC)c(OC)c3)nn2)cc1	-9%	-20	-3%	?
Cc1ccc(C)c(N=C2CCCN2Cc2ccccc2)c1C#N	-4%	-119*	.	19
Cc1cccc2sc(N)nc12	0%	.	-5%	.
Cc1cc(Cl)ccc1OCCCC(=O)Nc1cccnc1	-14%	-18	0%	1
Cc1nc(SCC(=O)Nc2cc(C)on2)c2c3c(sc2n1)CCCC3	2%	-9	-16%	2
COc1cc(C2CC(=O)Oc3cc4c(cc32)OCO4)cc(OC)c1OC (stereo not drawn)	-1%[0.00818 µM]	.	-16%[0.0915 µM]	.
Cc1c(Cl)c(C(=O)NC2C3CC4CC(C3)CC2C4)nn1C (stereo not drawn)	-7%	?	.	.
COc1cc2c(cc1NC(=O)C(C)N1CCN(S(=O)(=O)c3ccccc3[N+](=O)[O-])CC1)oc1ccccc12 (stereo not drawn)	-5%	?	1%	1
Cc1ccc(C(=O)C2CCN(CC(=O)Nc3ccc4c(c3)OCCO4)CC2)cc1	-6%	8	9%	4
CCOC(=O)/C(C#N)=C(C)/C=C1\Sc2ccccc2N1CC	1%	22	.	.
N[C@@]12CCc3nonc3[C@]1(O)CC(c1ccccc1)=[N+]2[O-]	-3%	50	-2%	11
COc1ccc(CNC(=O)C(OC(=O)c2ccco2)c2ccc(OC)cc2)cc1 (stereo not drawn)	-11%	45	.	9
CNC(=O)C1CCCN1S(=O)(=O)c1ccc(OC)cc1 (stereo not drawn)	2%	-8	6%	4
Clc1c(-c2nnc3n2CCC3)sc2ccccc12	0%	34	-1%	-15
COC(=O)c1c(NC(=S)Nc2ccc(CC(=O)O)cc2)sc(C)c1C	0%	-3	.	.
CCCCOC(=O)Nc1ccccc1C(=O)OC	1%	27	8%	-1
COc1ccc(CNC(C)(C)C)cc1Cl	6%	49	.	6
Cc1c(Cl)cccc1N1C(=O)C(N2C(=O)c3cccc([N+](=O)[O-])c3C2=O)C1c1cccs1 (stereo not drawn)	7%	77	-4%	4
O/N=C(\c1ccc(Cl)cc1Cl)c1ncc(C(F)(F)F)cc1Cl	-14%	17	-17%	3

Given with each value named: 2 of the compounds above.
Molecule: N[C@@]12CCc3nonc3[C@]1(O)CC(c1ccccc1)=[N+]2[O-]
  12-hLO inh: -3% | PNC inhibitor: 50 | ALOX15B inhib: -2% | IMPase cell inh: 11

Molecule: COc1ccc(CNC(=O)C(OC(=O)c2ccco2)c2ccc(OC)cc2)cc1 (stereo not drawn)
  12-hLO inh: -11% | PNC inhibitor: 45 | ALOX15B inhib: . | IMPase cell inh: 9

Continued:
SMILES	12-hLO inh	PNC inhibitor	ALOX15B inhib	IMPase cell inh
CC1(C)OC(=O)C2(Cc3ccccc3N3CCCCC32)C(=O)O1 (stereo not drawn)	-4%	17	-4%	-2
CC1(C)C(=O)N(OCc2ccccc2)C(C)(C)C(=O)N1OCc1ccccc1	-9%	-19	-2%	-1
O=C(CSc1nnc(C2CC2)n1Cc1ccccc1)N1CCN(S(=O)(=O)c2ccccc2)CC1	-3%	-11	6%	5
Cc1cc(C(F)(F)F)c(C#N)c(=O)[nH]1	-4%	-19	.	9[0.0738 µM]
COC(=O)c1cc(COc2ccc3ccc(=O)oc3c2)c(C)o1	-3%	-15	2%	2
O=C(Cn1cc(C(=O)c2ccco2)c2ccccc21)Nc1ccccc1	-7%	-9	-8%	-7&-1
Cc1nnc2ccc(N3CCN(c4ccccn4)CC3)nn12	-1%	21	1%	-2
CCOC(=O)N1CCN(C(=O)c2ccc3c(=O)n(-c4ccc(OC)cc4OC)c(=S)[nH]c3c2)CC1	0%	34	-30%	5

Individual results from the results shown:
CC1(C)C(=O)N(OCc2ccccc2)C(C)(C)C(=O)N1OCc1ccccc1 in ALOX15B inhib reads -2%
Cc1cc(C(F)(F)F)c(C#N)c(=O)[nH]1 in IMPase cell inh reads 9[0.0738 µM]

Of the compounds above, 12 have an aryl methoxy group.
SMILES	12-hLO inh	PNC inhibitor	ALOX15B inhib	IMPase cell inh
COc1ccc(/C=N/NC(=O)c2cccc([N+](=O)[O-])c2)cc1OS(=O)(=O)c1ccccc1	-1%	5	-7%	13
COc1ccc2c(=O)cc(-c3ccccc3)n(C)c2c1	-4%	?	.	.
COc1ccc(C(=O)NCC(=O)OCC(=O)N2CCCc3ccccc32)cc1	-4%	-27	.	4
COc1cccc(Nc2ncc3nc(-c4ccc(F)cc4)c(=O)n(C[C@H]4CCCO4)c3n2)c1	3%	.	3%	.
COc1cccc(-c2nnc(-c3ccc(C(F)(F)F)cc3)o2)c1	3%	-12	.	10
CCOC(=O)c1ccc(Nc2ccc(-c3ccc(OC)c(OC)c3)nn2)cc1	-9%	-20	-3%	?
COc1cc(C2CC(=O)Oc3cc4c(cc32)OCO4)cc(OC)c1OC (stereo not drawn)	-1%[0.00818 µM]	.	-16%[0.0915 µM]	.
COc1cc2c(cc1NC(=O)C(C)N1CCN(S(=O)(=O)c3ccccc3[N+](=O)[O-])CC1)oc1ccccc12 (stereo not drawn)	-5%	?	1%	1
COc1ccc(CNC(=O)C(OC(=O)c2ccco2)c2ccc(OC)cc2)cc1 (stereo not drawn)	-11%	45	.	9
CNC(=O)C1CCCN1S(=O)(=O)c1ccc(OC)cc1 (stereo not drawn)	2%	-8	6%	4
COc1ccc(CNC(C)(C)C)cc1Cl	6%	49	.	6
CCOC(=O)N1CCN(C(=O)c2ccc3c(=O)n(-c4ccc(OC)cc4OC)c(=S)[nH]c3c2)CC1	0%	34	-30%	5
